Assay outcomes from PubChem.
aSyn UTR inh: MLPCN primary screen, SNCA 5' untranslated region. inhibition, % (tested at 7.5 µM). 300,000 compounds, 0.82% hits. alpha-synuclein 5'UTR reporter, inhibitor activity; in the data active means inhibition above about 60%;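 further: H4 neuroglioblastoma cells stably carrying SNCA 5'UTR luciferase fusion; 0% = DMSO wells and 100% = positive control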
TRPC6 inhibitor: blocks the mouse TRPC6 cation channel; Q61143; HEK293-TRPC6, membrane potential dye, ACh-evoked depolarization; active compounds read low; B-score at 10 µM; 310,000 compounds, 1.1% hits; AID 2553;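 active means B-score under library mean minus 3 SD, initial fluorescence not abnormally high, positive integrated signal ratio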;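 further: B-score derived from integrated fluorescence ratio over the kinetic read; more negative B-score means stronger inhibition of depolarization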
TRPC4 act: TRPC4 (mouse) channel activation; Q9QUQ5; 310,000 compounds, 0.49% hits; B-score at 10 µM; HEK293 TRPC4beta/mu-opioid, Fluo4 calcium fluorescence; active compounds read high;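 active means B-score above 5 SD of library B-scores, and initial fluorescence ratio not above library mean plus 5 SD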;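 further: positive B-score marks a calcium rise read as TRPC4 activation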
Target sequence (Q9QUQ5 whole entry, looked up): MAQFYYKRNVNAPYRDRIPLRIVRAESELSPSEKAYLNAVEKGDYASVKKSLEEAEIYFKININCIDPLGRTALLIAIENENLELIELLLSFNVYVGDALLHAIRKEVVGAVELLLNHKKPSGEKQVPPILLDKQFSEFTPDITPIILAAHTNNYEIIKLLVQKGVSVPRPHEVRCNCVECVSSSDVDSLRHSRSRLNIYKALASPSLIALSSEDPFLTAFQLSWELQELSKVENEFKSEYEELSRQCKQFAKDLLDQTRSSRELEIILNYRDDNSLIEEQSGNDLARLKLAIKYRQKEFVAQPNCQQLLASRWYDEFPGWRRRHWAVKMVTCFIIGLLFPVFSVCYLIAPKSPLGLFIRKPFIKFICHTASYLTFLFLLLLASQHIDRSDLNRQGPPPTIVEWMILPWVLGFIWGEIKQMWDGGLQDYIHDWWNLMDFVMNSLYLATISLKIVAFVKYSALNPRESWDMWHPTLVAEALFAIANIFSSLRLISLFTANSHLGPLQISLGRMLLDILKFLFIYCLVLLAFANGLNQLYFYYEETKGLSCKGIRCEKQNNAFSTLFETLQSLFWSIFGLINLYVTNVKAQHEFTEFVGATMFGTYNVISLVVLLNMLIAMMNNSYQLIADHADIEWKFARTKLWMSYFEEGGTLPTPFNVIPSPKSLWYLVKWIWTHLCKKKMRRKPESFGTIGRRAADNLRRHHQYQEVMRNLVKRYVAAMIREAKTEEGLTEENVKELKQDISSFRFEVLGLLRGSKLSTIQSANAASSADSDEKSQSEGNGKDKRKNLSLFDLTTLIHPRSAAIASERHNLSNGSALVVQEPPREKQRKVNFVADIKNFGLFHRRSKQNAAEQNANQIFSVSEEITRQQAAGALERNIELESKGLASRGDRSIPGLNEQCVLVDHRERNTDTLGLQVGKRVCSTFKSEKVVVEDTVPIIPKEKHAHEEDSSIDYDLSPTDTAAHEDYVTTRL
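System – HEK293 cells stably co-expressing mouse TRPC4beta and mu-opioid receptor · Signal – Fluo4 calcium-sensitive dye fluorescence, kinetic, 1 Hz baseline · Benchmarks – buffer (low) and maximal DAMGO (high) · Read-out – B score of integrated fluorescence ratio per well · Incubation – dye loading 45 min room temperature, 110 s kinetic read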
HIF act: HIF pathway transcriptional activation | U2OS HRE-luciferase reporter, luminescence; normalized: DMSO 0%, desferrioxamine 100% | activation, % at 7.5 µM (by protocol) | 300,000 compounds, 0.32% hits | AID 1910;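 active means mean activation of at least 10% of the iron chelator positive control signal, with at least half of replicates also reaching 10%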
MrgX1 antagonist: antagonists of human MrgX1 receptor | Q96LB2 | B-score at 10 µM | AID 588676 | MRGX1-HEK293 calcium flux, Fluo-4, BAM8-22 antagonism; active compounds read low | 310,000 compounds, 1.3% hits;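 active means calcium-response B-score plate-corrected more than 3 library SD below zero, starting fluorescence within 5 deviations, no agonist response on first addition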;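 further: peak minus trough fluorescence over baseline after final BAM8-22 challenge near maximal dose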
KLF5 inh: kruppel-like factor 5 inhibition; DLD-1 KLF5 promoter-luciferase reporter, luminescence; inhibition, % at 5 µM; 290,000 compounds, 0.23% hits;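 active means inhibition above a per-plate limit of that plate's mean compound inhibition plus 3 SD, cut at about 60% in these data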;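 further: 0% = DMSO wells and 100% = LY294002 at 200 µM; higher means less KLF5 promoter-driven luciferase light; inactives centre near -14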
TRPC4 potent: allosteric potentiators of mouse TRPC4 channel. Q9QUQ5. HEK293 TRPC4beta/mu-opioid, DAMGO EC20, Fluo-4 Ca2+ flux; active compounds read high. B-score at 10 µM. 310,000 compounds, 0.42% hits. AID 2227;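 active means B-score of calcium response area above 5 SD of library B-scores, with initial fluorescence ratio within 5 SD of library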;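 further: B-score of integrated fluorescence ratio over time as area under calcium response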
IEC-6 tox: IEC-6 cytotoxicity, counter-screen for KLF5 inhibitors | luminescence viability | inhibition, % at 5 µM | 290,000 compounds, 0.78% hits | AID 1825; in the data active means inhibition above about 22%;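 further: 0% = plate median of test compound wells and 100% = cytotoxic reference compound wells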
TRPC6 activator: mouse TRPC6 channel activation; Q61143; HEK293-TRPC6 membrane potential dye fluorescence; active compounds read high; B-score at 10 µM; 310,000 compounds, 0.13% hits; AID 2550;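 active means B-score of the integrated fluorescence ratio above library mean plus 3 SD, and starting fluorescence ratio within library mean plus 5 SD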;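 further: higher score means more depolarization so channel activation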
SKKanGAS inh: inhibitors of SKKanGAS S. pyogenes growth in kanamycin (SK-promoter or general growth effect); BacTiter-Glo, 6 h; inhibition, % at 7.5 µM; AID 1662; 300,000 compounds, 1.3% hits;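 active means mean replicate score, as percent of positive control median, at least 50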;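 further: strain carries kanamycin resistance gene driven by streptokinase promoter and grows in 40 µg/ml kanamycin; loss of luminescence reflects streptokinase promoter inhibition or plain growth inhibition; 0% = median of DMSO wells and 100% = positive control at its reference dose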
TRPC4 block: blocks the mouse TRPC4 cation channel; HEK293 TRPC4beta/mu-opioid, DAMGO-evoked Fluo4 calcium flux; active compounds read low; B-score at 10 µM; 300,000 compounds, 0.39% hits;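 active means B-score over 3 SD under the library average, no early fluorescence shift, positive overall ratio signal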
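Assay system: HEK293 cells with stable TRPC4beta plus mu-opioid receptor expression. Dosing: single dose. Measured by: Fluo4 Ca2+ flux fluorescence. Also added: DAMGO in two steps, submaximal then maximal. Read-out: B score from integrated Fluo4 fluorescence ratio.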
* = called active by the depositor; i = inactive; · = no result given.

canonical_smiles | aSyn UTR inh | TRPC6 inhibitor | TRPC4 act | HIF act | MrgX1 antagonist | KLF5 inh | TRPC4 potent | IEC-6 tox | TRPC6 activator | SKKanGAS inh | TRPC4 block
Cc1cccc2cc(CN(CC3CCCO3)C(=O)c3ccco3)c(=O)[nH]c12 (stereo not drawn) | 22.8 | i | i | -0.1 | -8.27* | 2.7 | i | -3.4 | i | -2.3 | i
CCN(CC)CCN(C(=O)c1ccc2c(c1)OCCO2)c1nc2cc(C)cc(C)c2s1 | -9.9 | i | i | 2.5 | i | -17.7 | i | 9.5 | i | 4.8 | i
Cn1cccc1C(=O)NC(=O)COC(=O)CC12CC3CC(CC(Br)(C3)C1)C2 | 1.5 | i | i | -0.3 | i | 16.1 | i | -5.8 | i | 5.4 | i
O=C(Nc1ccc(Cl)cn1)c1cc2c(s1)-c1ccccc1OC2 | -111.5 | i | i | 2.9 | i | -9.5 | i | 5.6 | i | 21.1 | i
Cc1ccc(NC(=O)COC(=O)CN2CSCC2=O)cc1C | -5.7 | i | i | -0.9 | i | -31.1 | i | -0.4 | i | 0.8 | i
COc1ccc(N(CC(=O)NC2CCCCCC2)S(=O)(=O)c2ccccc2)cc1Cl | -1.3 | i | i | -0.6 | i | -36.9 | i | -0.4 | i | -0.4 | i
COc1cc2ccccc2cc1C(=O)Nc1nnc(-c2ccncc2)o1 | -19.0 | i | i | -0.1 | i | -23.1 | i | -2.7 | i | 4.5 | i
O=C(N/N=C/C(Cl)=C/c1ccccc1)c1cnccn1 | -102.3 | i | i | 3.1 | i | -51.7 | i | -0.8 | i | 0.7 | i
CCOc1ccccc1CNC(=O)Cn1nc(C)c2c(C)n(-c3ccc(C)cc3)nc2c1=O | 12.8 | i | i | 0.1 | i | -9.0 | i | 5.9 | i | -1.8 | i
CN(C)c1ccc(/C=C/c2cc[n+]([O-])cc2)cc1 | -114.4 | i | i | 2.4 | i | -35.5 | i | 0.5 | i | -2.0 | i
CCC(CC)C(=O)Nc1ccc(Sc2ccc([N+](=O)[O-])cc2)cc1 | 41.6 | i | i | -1.2 | i | -20.4 | i | 0.2 | i | 11.1 | i
CCOc1ccc(CCNC(=O)c2nnn(CC(=O)Nc3ccccc3C)c2N)cc1OCC | 7.1 | i | i | -0.3 | i | 1.1 | i | 7.0 | i | -3.2 | i
Cc1sc2ncnc(N3CCCC(C)C3)c2c1C (stereo not drawn) | 33.8 | i | i | -1.2 | i | 8.7 | i | 4.2 | i | 18.6 | i
Cc1cccc(OCC(=O)Nc2ccc(N3CCN(C(=O)c4ccccc4)CC3)cc2)c1C | -0.2 | i | i | 0.0 | i | 1.9 | i | -3.0 | i | 4.0 | i
CCOc1ccccc1C1C(C#N)=C(N)N(N(C)C)C2=C1C(=O)CCC2 (stereo not drawn) | -10.3 | i | i | -0.6 | i | -34.8 | i | -5.9 | i | -12.3 | i
CCC(CC)c1nnc(NC(=O)c2ccc(N3CCCC3=O)cc2)s1 | 7.0 | i | i | 0.2 | -4.93* | -13.5 | i | 0.1 | i | 19.7 | i
COc1cccc(CNC(=O)c2cccnc2Sc2ccc(Cl)cc2)c1 | 16.0 | i | i | 0.3 | i | 1.4 | i | -11.7 | i | 6.0 | i
c1ccc(C(c2nnnn2Cc2ccco2)N2CCN(C3CCCC3)CC2)cc1 (stereo not drawn) | -8.6 | i | i | -1.0 | i | -26.3 | i | -3.0 | i | -1.9 | i
Cc1ccc(S(=O)(=O)CCc2nnc(N)s2)cc1C | 2.0 | i | i | -0.3 | i | -11.7 | i | 5.0 | i | -4.5 | i
C=CCNC(=O)C1CC(=O)N(c2ccc(Br)cc2)C1 (stereo not drawn) | -23.7 | i | i | 0.5 | i | -1.6 | i | -6.6 | i | 2.6 | i
COc1ccccc1N1CCN(C(=O)COc2ccc(C)cc2Br)CC1 | 12.8 | i | i | -1.3 | i | 3.2 | i | 4.2 | i | 3.0 | i
CC(=O)c1ccc(N2CCN(C(=O)Cc3ccccc3)CC2)c(F)c1 | -20.3 | i | i | -20.9 | i | -36.0 | i | -6.2 | i | -1.3 | i
COc1cc2c(cc1OC)-c1cc(NC3CCCC3)nc(=O)n1CC2 | 41.4 | i | i | -0.2 | i | -22.7 | i | 0.1 | i | 7.6 | i
CCc1nnc(NC(=O)CSc2nccn2-c2ccccc2)s1 | -12.6 | i | i | -3.6 | i | -15.9 | i | 3.2 | i | -1.4 | i
CCOC(=O)C(=CNc1cc(C)ccn1)C(=O)OCC | -18.8 | i | i | -0.8 | i | -35.0 | i | -0.2 | i | -0.1 | i
Cc1ccc(CN(C(=O)c2csnn2)C(C(=O)NC2CCCC2)c2ccccn2)cc1 (stereo not drawn) | 11.7 | i | i | -1.7 | i | -26.4 | i | 6.5 | i | -2.4 | i
COc1ccccc1S(=O)Cc1ccc(C(=O)O)o1 (stereo not drawn) | 39.3 | i | i | 0.1 | i | -28.7 | i | 4.0 | i | -1.8 | i
O=C1C(=O)c2ccccc2C([O-])=C1[n+]1ccccc1 | 27.6 | i | i | -0.4 | i | -2.4 | i | 4.3 | i | 3.4 | i
O=C(Nc1nnc(COc2ccc(F)cc2)s1)Nc1ccccc1F | 13.5 | i | i | -0.3 | i | -23.7 | i | 1.8 | i | -17.2 | i
CC(CCc1ccccc1)NC(=O)COC(=O)c1ccc(NC(N)=O)cc1 (stereo not drawn) | 14.3 | i | i | -2.9 | i | -30.9 | i | -2.8 | i | 3.5 | i

Single records (already shown). Screens in order: aSyn UTR inh, TRPC6 inhibitor, TRPC4 act, HIF act, MrgX1 antagonist, KLF5 inh, TRPC4 potent, IEC-6 tox, TRPC6 activator, SKKanGAS inh, TRPC4 block
CCOc1ccccc1CNC(=O)Cn1nc(C)c2c(C)n(-c3ccc(C)cc3)nc2c1=O in the list: 12.8, i, i, 0.1, i, -9.0, i, 5.9, i, -1.8, i
CN(C)c1ccc(/C=C/c2cc[n+]([O-])cc2)cc1 in the list: -114.4, i, i, 2.4, i, -35.5, i, 0.5, i, -2.0, i
Cc1sc2ncnc(N3CCCC(C)C3)c2c1C (stereo not drawn) in the list: 33.8, i, i, -1.2, i, 8.7, i, 4.2, i, 18.6, i
CCc1nnc(NC(=O)CSc2nccn2-c2ccccc2)s1 in the list: -12.6, i, i, -3.6, i, -15.9, i, 3.2, i, -1.4, i

Remaining list, next part
Values run as follows: aSyn UTR inh | TRPC6 inhibitor | TRPC4 act | HIF act | MrgX1 antagonist | KLF5 inh | TRPC4 potent | IEC-6 tox | TRPC6 activator | SKKanGAS inh | TRPC4 block
- O=C(Nc1ccc(S(=O)(=O)Nc2ncccn2)cc1)c1ccc(F)c(S(=O)(=O)N2CCOCC2)c1
 : 2.3 | i | i | 0.3 | i | -10.5 | i | -8.7 | i | -4.4 | i
- CC1=CC2=NC(=O)/C(=C\c3ccc(-c4cccc(Cl)c4)o3)C(=N)N2O1
 : 38.1 | i | i | -0.1 | i | 7.4 | i | 0.3 | i | -4.7 | i
- C=C(C)CN(CC)c1ccc(N2C(=O)CCCC2=O)cc1[N+](=O)[O-]
 : 13.7 | i | i | 0.5 | i | 11.2 | i | 1.7 | i | -3.1 | i
- COc1ccccc1-n1nnnc1SCc1ccccc1
 : -2.2 | i | i | -0.5 | i | -28.2 | i | -4.0 | i | 8.4 | i
- O=C(Cn1c2ccccc2c(=O)c2ccccc21)N/N=C/c1ccc(N2CCCC2)c([N+](=O)[O-])c1
 : 111.0* | i | i | · | i | -7.8 | i | 0.6 | i | -14.6 | i
- COc1ccc(/C=C(\C#N)c2n[nH]c(Cn3cncn3)n2)cc1
 : 1.0 | i | i | -0.1 | i | -35.1 | i | 7.1 | i | 10.8 | i
- N=c1c(C(=O)NCc2ccc3c(c2)OCO3)cc2c(=O)n3ccccc3nc2n1CC1CCCO1 (stereo not drawn)
 : -14.5 | i | i | -0.1 | i | -11.1 | i | -0.2 | i | -2.8 | i
- CC(=O)c1ccc(NC(=O)c2cc(-c3cccs3)on2)cc1
 : -15.5 | i | i | -6.0 | i | -5.4 | i | 5.7 | i | -4.2 | i
- Cn1c(=O)n(CC(=O)N2CCN(c3nnc(-c4ccccc4)c4ccccc34)CC2)c2ccccc21
 : 19.3 | i | i | 0.2 | i | -45.8 | i | -6.6 | i | 1.4 | i
- CC(C)OC(=O)c1cccnc1N1CCN(c2ccc(F)cc2)CC1
 : -1.9 | i | i | -1.1 | i | -5.8 | i | -1.5 | i | 12.2 | i
- CCC(=O)N1CCc2cc(S(=O)(=O)NC(C(=O)NC(C)c3ccccc3)C(C)C)ccc21 (stereo not drawn)
 : 5.8 | i | i | 0.2 | i | -2.4 | i | -4.5 | i | -2.8 | i
- CCC(NC(=O)c1ccc2nc(Cc3ccc(OC)cc3)oc2c1)c1ccncc1 (stereo not drawn)
 : 12.3 | i | i | -0.7 | i | -34.9 | i | 7.2 | i | -1.9 | i
- CCOC(=O)C1(Cc2cccc(OC)c2)CCN(C2CCOCC2)CC1
 : -4.8 | i | i | 0.5 | i | -2.1 | i | 1.7 | i | -4.0 | i
- CC1CCN(C(=O)c2ccc(S(=O)(=O)Cc3cc(F)ccc3F)c([N+](=O)[O-])c2)CC1
 : -53.8 | i | i | 0.1 | i | -8.8 | i | 0.2 | i | 0.3 | i
- Nc1nnc(SCC(=O)Nc2cc(C(F)(F)F)ccc2N2CCOCC2)s1
 : 26.4 | i | i | 0.0 | i | -54.1 | i | -4.6 | i | -1.0 | i
- O=C1Nc2ccc(C(F)(F)F)cc2N2CCCC12 (stereo not drawn)
 : 22.2 | i | i | -0.2 | i | -21.4 | i | -2.7 | i | 19.9 | i
- COCCNC(=O)c1onc(CSc2cccc(OC)c2)c1C(=O)NCCOC
 : -4.0 | i | i | -0.1 | i | · | i | · | i | -8.1 | i
- CC(CCc1ccccc1)NC(=O)C(=O)N1CCOCC1 (stereo not drawn)
 : -6.5 | i | i | -0.2 | i | -18.2 | i | -1.2 | i | 0.3 | i
- CC(C)Cc1nnc(NC(=O)c2cc(-c3ccncc3)nc3ccccc23)s1
 : 1.7 | i | i | 0.0 | i | -29.6 | i | -0.4 | i | 11.8 | i
- COc1cccc(Nc2nnc(SCn3nnc4ccccc4c3=O)s2)c1
 : -40.5 | i | i | 1.4 | i | -27.9 | i | -0.7 | i | -1.7 | i
- COc1ccc(NC(=O)Nc2cccs2)cc1OC
 : -81.6 | i | i | 0.1 | i | -32.6 | i | -1.6 | i | -7.8 | i
